Compound activity (PubChem BioAssay)
GALK inh = galactokinase (human) inhibition; AID 1868; Potency, µM (highest dose often 57.5 µM), inactives show at the top dose activity change, negative = inhibition, actives largely listed as inhibitors; 270,000 tested, 0.007% active; P51570; Purified GALK, Kinase-Glo residual ATP luminescence; further: potency means the concentration at half of the fitted maximal effect
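Luminescence from leftover ATP (Ultra-Glo luciferase/luciferin) served as read-out after a 1 h room-temperature reaction of 5 nM GALK with 35 uM ATP and 100 uM galactose.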
KCNH2 3.1 inh = KCNH2 3.1 (human) potassium channel inhibition; 340,000 tested, 0.95% active; AID 720553; U2OS KCNH2 3.1, thallium flux FluxOr; active compounds read low; activity change, % (tested at about 1.8 µM);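 active means maximum activity change below -70%; inconclusive means maximum activity change from -70% to -50%; inactive means maximum activity change above -50%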;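 further: thallium influx rate constant from kinetic fluorescence after stimulation buffer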
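FluxOr-based Tl+ influx in U2OS cells transduced with KCNH2 3.1 virus; rate constants normalized to DMSO controls.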
PKM2 activator = increases activity of human pyruvate kinase M2; P14618; purified PKM2, Kinase-Glo ATP luminescence, activation; response scale: 0% is enzyme alone, no compound; Potency, µM (highest dose often 57.5 µM), for inactives: at the top dose activation, usual class: activators; 260,000 tested, 0.34% active; further: potency means the concentration at half of the fitted maximal effect; nearly all actives have a fitted effect of over 55% in size
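ATP formation by purified human PK-M2, quantified via coupled luciferase luminescence after 1 h at room temperature with 0.1 mM ADP and 0.5 mM PEP final.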
BCR signal inh = inhibitors of chronic active B-cell receptor signaling; ABC-DLBCL IkBa-CBG/CBR reporter, luminescence ratio, 4 h; Potency, µM (series often up to 46.1 µM), for inactives: top-dose ratio change, negative = lower green/red ratio, hits mostly inhibitors; 340,000 tested, 0.05% active; active means well fitted inhibition curve with a large enough effect in the signal ratio, with a control signal flat, not every such curve was filed as active; inconclusive means small, poorly fitted or top-dose-only effect, or effect the other way, or a change in a side signal; the % refers to the signal ratio;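 further: potency means the concentration at half of the fitted maximal effect; plate controls were basal doxycycline-induced cells for no effect and cells given 10 µM MG132 for full effect; MG132 reads +100%, hits lower the ratio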
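Cell line TMD8 (human ABC DLBCL), stably expressing tet-inducible CBG68-IkBa fusion and CBR; IMDM/0.5% FBS; cpd up to 46 uM; dox induction, 4 h, 37C/5% CO2; dual luminescence; green/red ratio; MG132 control.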
B2AR arrestin = agonists driving beta-arrestin recruitment to human beta2-adrenergic receptor | P07550 | beta-arrestin recruitment to beta2AR, cell-based reporter | 330,000 tested, 0.02% active | Potency, µM (highest dose often 46.1 µM), without a hit: at the top dose activation, usual class: activators;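 further: potency means the concentration at half of the fitted maximal effect; 0% = DMSO controls and full agonism = EC100 isoproterenol or metaproterenol; nearly all actives have a fitted effect of over 65% in size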
USP2a inh = inhibitors of human ubiquitin-specific protease USP2a; Potency, µM (titrated, usually from 38.3 µM), without a hit: top-dose activity change, negative = inhibition, hits mostly inhibitors; USP2 core, Ub-CHOP2 coupled fluorogenic reporter, 485/531; AID 463254; 330,000 tested, 0.01% active; O75604;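 further: potency means the concentration at half of the fitted maximal effect; plate controls were DMSO wells for no effect and full inhibition by NEM control for full effect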
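USP2 core (10nM final) preincubated 30min RT with compound in 20mM Tris-HCl pH 8.0, 2mM CaCl2, 2mM beta-mercaptoethanol, 0.05% CHAPS; 25nM Ub-CHOP2 plus 25nM reporter substrate added, fluorescence (Ex485/Em531) read after 60min.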
Eya2 inh = blocks the phosphatase activity of human Eya2; Potency, µM (doses to about 76.9 µM), for inactives: at the top dose activity, negative = inhibition, hits mostly inhibitors; 330,000 tested, 0.006% active; recombinant Eya2, OMFP fluorescence dephosphorylation (OMFP is methylfluorescein phosphate); O00167; further: potency means the concentration at half of the fitted maximal effect
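Eya2 protein (added as 0.2 uM solution) was preincubated with compound for 10 min at ambient temperature in 50 mM HEPES pH 7.5, 50 mM NaCl, 5 uM MgCl2, 0.05% BSA, 1 mM DTT. OMFP (added at 50 uM) then reacted 10 min; fluorescence read at 485/525 nm.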
Coupling enz = counter-screen for Giardia aldolase inhibitors: coupling enzyme system; coupling enzyme system counterscreen, AmpLite Red fluorescence; activity change, negative = inhibition, % at 58.2 µM, hits read low; 290,000 tested, 0.67% active; AID 2472; in the data active means activity change below about -30%
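Activity here indicates interference with the coupling reaction, not aldolase inhibition. Compounds at 57.5 uM final met coupling enzymes for 10 min at RT; substrate and AmpLite Red detection followed, with a 525/598 nm fluorescence read after 20 min.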
Giardia killer = Giardia lamblia killing. Giardia lamblia trophozoite viability. activity change, % at 7.66 µM, hits read low. 340,000 tested, 0.15% active; in the data active means activity change below about -80%; inconclusive means between about -30% and that limit;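 further: parasites exposed to compound for two days anaerobically before the ATP read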
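Giardia trophozoites, 100 cells per well, were exposed to compounds for 48 hrs at 37 deg C under anaerobic conditions; viability was then read as ATP content by bioluminescence after 15-30 min at room temperature.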
hERG WT inh = blocks the wildtype human KCNH2 potassium channel | U2OS, BacMam KCNH2, thallium flux FluxOr; active compounds read low | activity change, % at 1.84 µM | 340,000 tested, 0.37% active | AID 720551;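 active means maximum activity change below -70%; inconclusive means maximum activity change between -70% and -50%; inactive means maximum activity change above -50%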
Target sequence (Q12809 whole entry, looked up): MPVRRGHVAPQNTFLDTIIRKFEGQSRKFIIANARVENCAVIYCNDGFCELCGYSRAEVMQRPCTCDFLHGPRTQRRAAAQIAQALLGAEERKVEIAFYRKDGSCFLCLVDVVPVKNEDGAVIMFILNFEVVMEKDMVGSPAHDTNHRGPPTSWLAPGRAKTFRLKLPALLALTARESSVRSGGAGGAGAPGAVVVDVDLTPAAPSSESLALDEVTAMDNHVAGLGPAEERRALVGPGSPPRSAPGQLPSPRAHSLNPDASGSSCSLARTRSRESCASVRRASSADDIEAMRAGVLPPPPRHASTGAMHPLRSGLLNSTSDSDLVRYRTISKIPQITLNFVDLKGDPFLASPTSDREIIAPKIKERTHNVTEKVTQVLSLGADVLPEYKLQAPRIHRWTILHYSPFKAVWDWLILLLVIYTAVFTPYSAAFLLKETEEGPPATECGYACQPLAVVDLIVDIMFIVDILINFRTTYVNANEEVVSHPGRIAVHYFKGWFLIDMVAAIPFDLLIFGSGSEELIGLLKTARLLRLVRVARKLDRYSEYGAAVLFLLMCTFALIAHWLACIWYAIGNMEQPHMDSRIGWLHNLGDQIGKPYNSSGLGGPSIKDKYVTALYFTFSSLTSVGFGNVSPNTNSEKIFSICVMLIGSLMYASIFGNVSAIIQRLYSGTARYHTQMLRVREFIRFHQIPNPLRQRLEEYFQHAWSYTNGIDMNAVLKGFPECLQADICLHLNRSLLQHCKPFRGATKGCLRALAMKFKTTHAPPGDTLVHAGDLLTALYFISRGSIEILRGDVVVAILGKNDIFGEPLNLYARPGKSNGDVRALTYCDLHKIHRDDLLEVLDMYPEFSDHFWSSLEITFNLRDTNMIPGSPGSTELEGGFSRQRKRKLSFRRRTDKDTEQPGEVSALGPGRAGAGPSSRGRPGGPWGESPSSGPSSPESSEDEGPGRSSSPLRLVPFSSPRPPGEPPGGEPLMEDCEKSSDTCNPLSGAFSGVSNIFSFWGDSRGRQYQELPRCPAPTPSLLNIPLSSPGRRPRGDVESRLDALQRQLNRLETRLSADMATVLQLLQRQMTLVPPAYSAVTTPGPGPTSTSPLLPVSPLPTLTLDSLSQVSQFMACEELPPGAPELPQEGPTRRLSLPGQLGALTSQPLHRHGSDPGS
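U2OS cells transduced with wild-type KCNH2 virus are loaded with FluxOr dye for 45 min, and thallium flux is measured in kinetic reads before and after stimulation buffer. Rate constants are normalized to DMSO controls.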
uPA generation = inhibitors of cell surface uPA generation; cell surface uPA generation assay, qHTS; Potency, µM (doses to about 38.3 µM), for inactives: at the highest dose activity change, negative = inhibition, usual class: inhibitors; 330,000 tested, 0.31% active; active means well fitted inhibition curve with a large enough effect; inconclusive means small, poorly fitted or top-dose-only effect; inactive means no such curve, though single readings can be large or run the other way; tested in mouse RAW 264.7 cells; further: potency means the concentration at half of the fitted maximal effect; nearly all actives have a fitted effect of over 55% in size
* hit, by the source's call; [ ] = dose if it differs, or a comment. Unless noted, the call rests on the fitted dose curve; in most records, active means well fitted curve in the direction sought with a large enough effect; inconclusive means small, poorly fitted or top-dose-only effect, or another doubt; inactive means no such curve, though single readings can be large; an effect the other way counts as inactive or inconclusive. Unless noted, on the % scale 0 is the no-effect control and ±100 the full control effect.

`CC(=O)Nc1ccc(/C=N/NC(=O)CCN2CCN(c3ccccc3)CC2)cc1` gave GALK inh 8.8%, KCNH2 3.1 inh 8.2, PKM2 activator 0.1%, BCR signal inh 1.4%, B2AR arrestin 0.2%, USP2a inh 0.3%, Eya2 inh -4.6%, Coupling enz -0.2, Giardia killer 11.2, hERG WT inh 4.8 and uPA generation 4.5%.
`CCCn1nc(Oc2nc(N(C)C)nc(N(C)C)n2)ccc1=O` gave GALK inh 3.5%, KCNH2 3.1 inh -6.7, PKM2 activator -4.7%, BCR signal inh inconclusive, B2AR arrestin -0.6%, USP2a inh -1.5%, Eya2 inh 0.9%, Coupling enz -0.1, Giardia killer -17.0, hERG WT inh -4.0 and uPA generation 0.7%.
O=C(CCCCn1c(=O)[nH]c2ccsc2c1=O)NCC1CCCO1 (configuration not stated) was read as GALK inh -2.1%, KCNH2 3.1 inh 2.4, PKM2 activator 7.7%, BCR signal inh inconclusive, B2AR arrestin 13.8%, USP2a inh 0.2%, Eya2 inh 0.1%, Coupling enz 3.5, Giardia killer -7.4, hERG WT inh 1.0 and uPA generation 0.8%.
Screening CCOC(=O)C1=C(CSc2nc(-c3ccncc3)ccc2C#N)OC(N)=C(C#N)C1c1cccnc1 (configuration not stated) returned GALK inh 6.0%, KCNH2 3.1 inh 18.4, PKM2 activator 7.0%, BCR signal inh -12.1%, B2AR arrestin -1.0%, USP2a inh 2.9%, Eya2 inh 7.8%, Coupling enz 1.5, Giardia killer 7.2, hERG WT inh 1.1 and uPA generation -6.0%.
`CN(c1ccc(C(=O)N2CCOCC2)cc1)S(=O)(=O)c1ccc(Cl)cc1` gave GALK inh 4.0%, KCNH2 3.1 inh 20.5, PKM2 activator -1.1%, BCR signal inh inconclusive, B2AR arrestin -0.5%, USP2a inh 2.9%, Eya2 inh -8.5%, Giardia killer -16.8, hERG WT inh 12.6 and uPA generation -6.2%.
Screening Cc1noc(C)c1C(=O)NC(C)C1CCCO1 (configuration not stated) returned GALK inh -3.8%, KCNH2 3.1 inh 0.5, PKM2 activator 2.0%, BCR signal inh -1.0%, B2AR arrestin 0.0%, USP2a inh 6.3%, Eya2 inh -7.7%, Coupling enz -1.1, Giardia killer -4.4 and hERG WT inh -20.2.
For COCCN1CCN(C(=O)C2CCC(=O)N(CCCc3ccccc3)C2)CC1 (configuration not stated) the results were GALK inh 2.2%, KCNH2 3.1 inh 6.4, PKM2 activator -13.2%, BCR signal inh -3.0%, B2AR arrestin -0.1%, USP2a inh 0.2%, Eya2 inh 8.9%, Giardia killer -4.5, hERG WT inh -7.6 and uPA generation -11.8%.
CC(C)c1ccc(S(=O)(=O)c2cn(Cc3ccc(F)cc3)c3cc4c(cc3c2=O)OCO4)cc1 was read as GALK inh 0.1%, PKM2 activator 8.2%, BCR signal inh 8.5%, B2AR arrestin -0.2%, USP2a inh 1.7%, Eya2 inh 5.2% and Coupling enz -2.4.
For CC(Oc1cccc(Cl)c1)C(=O)Nc1ccc(S(=O)(=O)NC2=NCCCCC2)cc1 (configuration not stated) the results were KCNH2 3.1 inh 8.2, BCR signal inh 3.5%, B2AR arrestin -0.3%, USP2a inh 0.0%, Eya2 inh -17.8%, Giardia killer -8.9, hERG WT inh -3.3 and uPA generation -3.3%.
Screening O=C(Cn1c(NCCCO)nc2ccccc21)c1ccc(F)cc1 returned GALK inh 1.6%, KCNH2 3.1 inh 1.8, PKM2 activator -2.2%, BCR signal inh 2.0%, B2AR arrestin 0.3%, USP2a inh 0.8%, Eya2 inh -0.4%, Coupling enz 6.0, Giardia killer 9.9, hERG WT inh -0.9 and uPA generation 5.0%.
`O=S(=O)(Nc1cccc(-n2cnnn2)c1)c1ccccc1F` gave GALK inh -5.8%, KCNH2 3.1 inh 1.4, BCR signal inh -12.0%, B2AR arrestin 0.1%, USP2a inh -0.6%, Eya2 inh 5.5%, Giardia killer 12.7, hERG WT inh -16.4 and uPA generation -18.4%.
Screening CC(Sc1n[nH]c(N)n1)c1nc2scc(-c3cccs3)c2c(=O)[nH]1 (configuration not stated) returned GALK inh 1.8%, KCNH2 3.1 inh 4.1, PKM2 activator inconclusive, BCR signal inh inconclusive, B2AR arrestin 0.3%, USP2a inh 0.1%, Eya2 inh 5.4%, Coupling enz -0.1, Giardia killer -16.1, hERG WT inh -4.2 and uPA generation -0.3%.
CCOc1cc(C2NC(=S)NC(C)=C2C(=O)Nc2ccccc2)ccc1O (configuration not stated) was read as GALK inh 0.2%, KCNH2 3.1 inh 7.8, PKM2 activator -12.6%, BCR signal inh -13.6%, B2AR arrestin -0.3%, USP2a inh 0.0%, Eya2 inh 17.3%, Coupling enz -0.4, Giardia killer 3.0, hERG WT inh 9.4 and uPA generation 1.3%.
`O=C(CSc1nnc(SCc2ccccc2)s1)N/N=C/c1ccc(C(=O)O)cc1` gave GALK inh -2.9%, KCNH2 3.1 inh -2.2, PKM2 activator 0.5%, BCR signal inh inconclusive, B2AR arrestin -0.4%, USP2a inh -1.4%, Eya2 inh -10.8%, Coupling enz 10.3, Giardia killer -2.7, hERG WT inh 4.0 and uPA generation 1.2%.
O=C(c1ccc(=O)[nH]c1)N(Cc1ccco1)C1(C(=O)NC2CCCC2)CCCCC1 was read as GALK inh -0.3%, KCNH2 3.1 inh -14.1, PKM2 activator -13.1%, BCR signal inh 20.4%, B2AR arrestin 0.0%, USP2a inh 1.8%, Eya2 inh -22.1%, Coupling enz 10.2, Giardia killer 39.7[activator], hERG WT inh -7.0 and uPA generation 3.8%.
`CCOC(=O)c1[nH]c2ccc(OC)cc2c1NC(=O)CCN1CCN(Cc2ccccc2)CC1` gave GALK inh 1.0%, KCNH2 3.1 inh 26.9, PKM2 activator -8.8%, BCR signal inh 1.7%, B2AR arrestin -0.9%, USP2a inh -1.3%, Eya2 inh -15.0%, Coupling enz -1.0, Giardia killer 16.4, hERG WT inh 8.6 and uPA generation 0.8%.
`CCOc1ccc(NC(C)c2cc(Cl)ccc2O)cc1` (configuration not stated) gave GALK inh 0.8%, KCNH2 3.1 inh -0.3, PKM2 activator 1.2%, BCR signal inh -1.1%, B2AR arrestin 0.0%, USP2a inh -1.4%, Eya2 inh 6.8%, Coupling enz -4.7, Giardia killer -12.3, hERG WT inh -8.7 and uPA generation -7.0%.
For Cc1ccnc(NC(=O)c2ccc(Cl)c(NC(=O)CCc3ccccc3)c2)c1 the results were GALK inh -6.8%, PKM2 activator 7.6%, BCR signal inh -11.8%, B2AR arrestin -0.5%, USP2a inh 9.0%, Eya2 inh 0.4% and Coupling enz -1.8.
Screening COC(=O)c1sc(NC(=O)/C=C/c2ccc(C)cc2)nc1C returned GALK inh 2.6%, KCNH2 3.1 inh 2.1, PKM2 activator 3.1%, BCR signal inh inconclusive, B2AR arrestin 0.1%, USP2a inh 5.2%, Eya2 inh -1.1%, Coupling enz -7.0, Giardia killer 7.1, hERG WT inh 0.3 and uPA generation 0.2%.
CC1CC(C)CN(S(=O)(=O)c2ccc(C(=O)NNC(=O)c3ccccc3F)cc2)C1 (configuration not stated) was read as KCNH2 3.1 inh 10.6, BCR signal inh 1.8%, B2AR arrestin -0.1%, USP2a inh -10.2%, Eya2 inh 1.8%, Giardia killer 12.1, hERG WT inh -8.2 and uPA generation -0.1%.
Screening O=C(Cn1cnc2c(cnn2-c2ccccc2)c1=O)NC1CCCC1 returned GALK inh 0.8%, KCNH2 3.1 inh -8.0, PKM2 activator -1.3%, BCR signal inh 7.9%, B2AR arrestin -0.6%, USP2a inh 2.1%, Eya2 inh -4.5%, Coupling enz 3.4, Giardia killer 6.3, hERG WT inh -6.5 and uPA generation 8.6%.
Screening CC(SCC(=O)NC12CC3CC(CC(C3)C1)C2)C(=O)O (configuration not stated) returned GALK inh 1.1%, KCNH2 3.1 inh 26.9, PKM2 activator 0.1%, BCR signal inh inconclusive, B2AR arrestin -0.5%, USP2a inh -0.2%, Eya2 inh -2.6%, Coupling enz 3.4, Giardia killer 18.5, hERG WT inh 4.4 and uPA generation -4.7%.
Screening CCOc1ccc(-c2ccc(/C=C3/C(=N)N4C(C)=CSC4=NC3=O)o2)c([N+](=O)[O-])c1 returned GALK inh -1.0%, KCNH2 3.1 inh -11.6, PKM2 activator -16.2%, BCR signal inh 7.6%, B2AR arrestin -0.3%, USP2a inh inconclusive, Eya2 inh -7.1%, Coupling enz 9.2, Giardia killer 18.1, hERG WT inh 11.6 and uPA generation 3.1%.
COc1ccc(Cn2nnnc2CN(Cc2cc3cccc(C)c3[nH]c2=O)C2CCCC2)cc1 was read as GALK inh -1.3%, KCNH2 3.1 inh -2.7, PKM2 activator 1.1%, BCR signal inh 2.4%, B2AR arrestin -0.7%, USP2a inh -3.4%, Eya2 inh -1.6%, Coupling enz 0.1, Giardia killer -3.0, hERG WT inh -13.2 and uPA generation -16.0%.
Screening Cn1cnnc1SCC(=O)Nc1ccc(Cl)cn1 returned GALK inh 2.0%, KCNH2 3.1 inh -2.3, PKM2 activator -4.1%, BCR signal inh 2.6%, B2AR arrestin -0.2%, USP2a inh 3.1%, Eya2 inh 11.2%, Coupling enz -1.5, Giardia killer -9.8, hERG WT inh 8.4 and uPA generation 4.8%.
